Screening results from PubChem BioAssay.
ROCK2 inh: inhibitors of human ROCK2 kinase, primary screen, biochemical, high-throughput, luminescence. purified ROCK2, Kinase-Glo ATP depletion luminescence. inhibition, % at 6 µM. 0.35% of 60,000 active. AID 604, 2007;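 active means inhibition above the screen-wide mean inhibition plus 3 SD, cut at about 18% in these data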;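 further: plate controls were DMSO wells for no effect and Y-27632 control wells after no-enzyme background subtraction for full effect; many of its hits are not listed in these tables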
PKA kinase inh: inhibitors of human PKA kinase activity, primary screen, biochemical, ATP-depletion luminescence, Kemptide substrate; 0.1% of 65,000 active; inhibition, % at 6 µM; PKA Kemptide phosphorylation, Kinase-Glo ATP luminescence; AID 524, 2006;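 active means inhibition above the screen-wide mean inhibition plus 3 SD, cut at about 21% in these data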; further: many of its hits are not listed in these tables
JNK3 blocker: JNK3 kinase activity inhibitors, primary screen, biochemical, human, purified enzyme. Mitogen-activated protein kinase 10 (Homo sapiens), P53779. 0.61% of 60,000 active. HTS. AID 746, 2007. inhibition, % at 8 µM; in the data active means inhibition above about 17%;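 further: 0% = DMSO and 100% = reference inhibitor; many of its hits are not listed in these tables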
CatB block: human cathepsin B inhibitors, primary screen, biochemical, fluorogenic substrate | inhibition, %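 (tested at 10 µM)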 | P07858 | AID 453, 2006 | purified cathepsin B, fluorescence | 0.1% of 63,000 active; in the data active means inhibition above about 21%;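 further: 0% = enzyme with no compound and 100% = no enzyme blank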
CatB mix inh: cathepsin B inhibitors from pooled compounds, primary screen, biochemical, compound mixtures, AMC fluorescence; P07858; Purified cathepsin B, AMC dipeptide fluorescence; inhibition, %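 (ten-compound pools at 5 µM per compound and 50 µM total)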; 0.06% of 62,000 active; in the data active means inhibition above about 22%, passing the limit was not always enough;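 further: 0% = enzyme without compound and 100% = no enzyme blank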
Ec RNAP inh: E. coli RNAP inhibitors, biochemical; E. coli RNA polymerase, fluorescence transcription assay; inhibition, %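 (tested at 10 µM)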; 0.2% of 62,000 active; in the data active means inhibition above about 20%;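 further: 0% = enzyme without compound and 100% = no enzyme blank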
CatS inh: inhibitors of human cathepsin S, biochemical, compound mixtures | P25774 | recombinant cathepsin S, AMC dipeptide fluorescence, pooled mixtures | inhibition, %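 (tested at 5 µM per compound within 10-compound mixtures)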 | AID 501, 2006 | 0.06% of 62,000 active; in the data active means inhibition above about 32%, passing the limit was not always enough;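 further: 0% = enzyme without compound and 100% = blank without enzyme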
Target sequence (P25774 115-331 limits assumed): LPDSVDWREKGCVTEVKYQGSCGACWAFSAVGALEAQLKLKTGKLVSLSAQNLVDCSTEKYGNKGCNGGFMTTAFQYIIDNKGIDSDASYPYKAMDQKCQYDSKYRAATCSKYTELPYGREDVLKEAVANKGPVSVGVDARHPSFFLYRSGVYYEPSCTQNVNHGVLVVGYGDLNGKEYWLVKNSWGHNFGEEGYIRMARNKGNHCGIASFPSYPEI
AP ELISA ortho: alternative complement pathway inhibitors, primary screen, biochemical, ELISA, human serum, orthogonally pooled compounds. LPS-coated ELISA, C3 deposition; tested in compound mixtures. inhibition, % at 5 µM. 0.08% of 62,000 active. AID 1235, 2008;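 active means inhibition above 30% in each of the two pooled mixtures holding the compound, so the lower value exceeds 30%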;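 further: 0% = serum in Mg-EGTA without compound and 100% = EDTA serum blank; some compounds past the cut are filed as inactive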
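Test system – human serum alternative complement pathway, C3 deposition on LPS-coated wells · Buffer or medium – diluted human serum in Mg2+-EGTA GVB++ · Compound dosing – 5 µM each compound, pools of ten, 50 µM per pool · Schedule – 1 h serum-compound exposure at 37 °C · Measured by – Anti-C3 ELISA, OD 450 nm · Read-out basis – percent inhibition of C3 deposition onto LPS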
RORA act: activators of orphan receptor RORA, primary screen, cell-based, luminescence; Nuclear receptor ROR-alpha (Homo sapiens), P35398; CHO-K1 Gal4-RORA LBD luciferase reporter; percent increase over mock-subtracted basal signal; activation, % at 10 µM; 1.5% of 65,000 active; AID 560, 2006;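 active means activation above the mean of all tested compounds plus 3 SD, cut at about 49% in these data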;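 further: 0% = DMSO-treated RORA cells and 100% = added signal equal to DMSO minus mock-transfected cells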
Target sequence (P35398 whole entry, looked up, the tested form may be a part): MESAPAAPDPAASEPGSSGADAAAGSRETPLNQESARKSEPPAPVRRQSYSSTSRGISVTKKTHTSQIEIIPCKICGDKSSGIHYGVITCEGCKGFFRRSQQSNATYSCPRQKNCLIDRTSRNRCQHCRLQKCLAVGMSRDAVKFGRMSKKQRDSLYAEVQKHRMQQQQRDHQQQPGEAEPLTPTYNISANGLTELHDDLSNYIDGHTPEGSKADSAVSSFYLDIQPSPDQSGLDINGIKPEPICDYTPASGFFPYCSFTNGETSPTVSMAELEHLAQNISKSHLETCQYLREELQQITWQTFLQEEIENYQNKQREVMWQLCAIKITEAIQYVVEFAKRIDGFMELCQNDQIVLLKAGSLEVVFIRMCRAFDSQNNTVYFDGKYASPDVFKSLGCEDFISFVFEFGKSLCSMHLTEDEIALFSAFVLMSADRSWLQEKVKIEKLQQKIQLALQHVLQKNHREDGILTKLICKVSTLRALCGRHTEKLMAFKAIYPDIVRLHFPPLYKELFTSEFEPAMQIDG
* marks the source's active call; other numbers are inactive results; . = not tested or not shown.

SMILES	ROCK2 inh	PKA kinase inh	JNK3 blocker	CatB block	CatB mix inh	Ec RNAP inh	CatS inh	AP ELISA ortho	RORA act
Cc1c(NC(=O)c2ccco2)cccc1-c1nc2cccnc2s1	1	5	7	8	1	4	2	10	15
CCOP(=O)(c1c(F)c(F)c(F)c(F)c1F)C(O)c1ccccc1 (stereo not given)	5	6	3	0	2	11	2	9	3
O=C(NC1CCCc2ccccc21)C1CCN(C(=O)c2sccc2-n2cccc2)CC1 (stereo not given)	0	-6	1	3	0	7	1	11	-7
Cc1cnc(-c2nnc(N(C)C(=O)c3cnccn3)s2)cn1	-2	-2	1	0	7	1	-1	19	18
CCC(C(=O)Nc1ccccc1C(=O)N1CCCC1)N1C(=O)c2ccccc2C1=O (stereo not given)	-3	-5	-6	-2	5	-2	-6	15	4
O=C(NC(C(=O)c1ccccc1)N1CCOCC1)c1cccs1 (stereo not given)	-1	-1	-8	3	0	2	-7	4	-11
COc1ccc(OC)c(C(=O)CSc2nc3cccnc3n2C)c1	2	4	5	4	-9	-10	-20	-10	12
COc1cc(S(=O)(=O)N(Cc2cccnc2)Cc2ccco2)ccc1-n1cnnn1	1	-1	-1	6	-1	8	11	10	-6
CC1=CC(C)(C)Nc2ccccc21	0	-2	-1	2	-1	-1	16	9	-6
COc1ccc(CCNC(=O)CN(c2ccc(OC)c(OC)c2)S(C)(=O)=O)cc1	.	-4	.	0	4	-7	-5	17	-21
O=C(CCn1c(=S)[nH]c2ccccc2c1=O)N1CCOCC1	-9	-1	-5	0	5	9	17	7	-6
CCC(=O)Nc1sc2c(c1C(N)=O)CCN(C(C)=O)C2	7	7	6	1	4	5	-2	17	10
CCCn1c(=NC(=O)c2ccncc2)c(C(=O)OCC)cc2c(=O)n3cccc(C)c3nc21	2	5	6	1	6	9	16	13	-8
CCOC(=O)c1oc2ccccc2c1NC(=O)c1cc(OC)cc(OC)c1	1	2	2	3	14	10	44	6	-25
COc1cc(C)c(S(=O)(=O)n2ccc(C)n2)cc1C	.	6	.	3	-2	6	-1	1	-4

Reformatted in CSV form: part of the list above.
SMILES,ROCK2 inh,PKA kinase inh,JNK3 blocker,CatB block,CatB mix inh,Ec RNAP inh,CatS inh,AP ELISA ortho,RORA act
CC1=CC(C)(C)Nc2ccccc21,0,-2,-1,2,-1,-1,16,9,-6
COc1ccc(CCNC(=O)CN(c2ccc(OC)c(OC)c2)S(C)(=O)=O)cc1,.,-4,.,0,4,-7,-5,17,-21
O=C(CCn1c(=S)[nH]c2ccccc2c1=O)N1CCOCC1,-9,-1,-5,0,5,9,17,7,-6

Additional results:
SMILES	ROCK2 inh	PKA kinase inh	JNK3 blocker	CatB block	CatB mix inh	Ec RNAP inh	CatS inh	AP ELISA ortho	RORA act
O=C(Cc1cccs1)N(c1ccccc1)C1C=CS(=O)(=O)C1 (stereo not given)	8	7	15	1	4	5	-15	11	18
CCOc1ccccc1N(CC(=O)NC1CCCC1)C(=O)CCCC(=O)Nc1ccccn1	6	-4	-7	-4	4	2	1	5	-6
O=c1[nH]c(NCCO)nc2c1C1(CCCCC1)Cc1ccccc1-2	10	12	2	3	-1	0	-5	-9	-7
COc1cc2c(C(=O)NCCCN3CC(C)CC(C)C3)cn(CC(C)C)c(=O)c2cc1OC (stereo not given)	.	4	.	1	-1	-5	-3	6	5
CN(Cc1ccccc1)c1ncnc2ccc(Br)cc12	1	3	8	2	.	-7	.	.	-9
N#Cc1cc2cc3c(cc2nc1N1CCOCC1)OCO3	2	13	9	-7	-4	-18	-6	18	2
CC(=O)c1cccc(NC(=O)Cc2cccs2)c1	8	9	5	4	2	9	-1	7	1
O=C1CC2CS(=O)(=O)CC2N1C1CCCCC1 (stereo not given)	0	4	5	3	2	4	2	11	22
Cc1ccccc1C(=O)N(C)Cc1ccccc1	6	10	-4	-4	3	5	9	5	-9
CS(=O)(=O)N(CC(=O)NCc1ccco1)c1ccc2c(c1)OCO2	-8	2	-2	6	8	1	10	0	-25
O=C(CCS(=O)(=O)c1cccc2nonc12)Nc1cccc2c1CCCC2	.	8	.	7	9	7	21	-4	1
CN(C)c1ccc(-c2nnn(CC(=O)Nc3ccccc3N3CCOCC3)n2)cc1	-3	3	7	8	5	0	10	-15	4
Cc1ccc(S(=O)(=O)N2CCOCC2)cc1C(=O)OCC(=O)N1CCc2ccccc2C1	2	5	7	0	2	4	14	4	-4
CCOC(=O)c1ccccc1NC(=O)c1cn(CC)c2nc(C)ccc2c1=O	5	2	0	1	4	4	2	13	-24
COc1ccccc1C(=O)Nc1ccc(S(=O)(=O)Nc2cc(C)on2)cc1	.	5	.	5	4	8	-6	5	-10
Cc1cc(C)n(CC(O)CN2c3ccccc3Sc3ccccc32)n1 (stereo not given)	3	2	5	.	.	.	.	.	7
CC(C)c1nnc(N2C(=O)c3oc4ccccc4c(=O)c3C2c2ccco2)s1 (stereo not given)	1	5	-5	.	.	.	.	.	4
COc1ccc(CCNC(=O)c2cc(-c3ccc4c(c3)OCO4)on2)cc1OC	2	7	2	1	2	14	-2	3	5
O=c1c2ccccc2nc(-c2ccco2)n1CCCn1ccnc1	12	2	18*	2	2	10	-2	1	0
O=C(CN1C(=O)c2cccc3cccc1c23)N1CCN(Cc2ccc3c(c2)OCO3)CC1	4	-1	0	.	.	.	.	.	-4
CCOCCCn1c(C)nc2c(c1=O)c1nc3ccccc3nc1n2CCC1=CCCCC1	4	4	-5	4	-2	2	2	17	25
Nc1nc2n(n1)C(c1ccco1)CC(c1ccc(Cl)cc1Cl)N2 (stereo not given)	-4	-2	-12	.	.	.	.	.	-10
Cc1ccccc1CN1CCN(CC(=O)NCc2ccccc2)C1=O	.	-10	.	-1	5	8	13	7	-1
CC1CCN(C(=O)CSc2nnc(Cc3ccccc3)o2)CC1	5	-2	5	-5	4	1	-3	24	6
Cc1cc(C(=O)Nc2nnc(C(F)(F)F)s2)no1	4	4	4	1	7	3	21	12	2
N#Cc1c(Nc2ccccc2)c(C=NCCN2CCOCC2)c[nH]c1=O	6	3	-3	4	1	4	5	-5	-15
Cc1nc(SCC(=O)Nc2cc(C)on2)c2c3c(sc2n1)CCCC3	9	13	-7	4	0	2	2	7	-8
COc1ccc(OC)c(S(=O)(=O)N2CCCCC2C(=O)N2CCN(c3ccccn3)CC2)c1 (stereo not given)	.	6	.	-5	1	4	2	8	14
O=C1C2C(C(=O)N1c1ccncc1)C1C=CC2C12CC2 (stereo not given)	3	7	-2	2	4	2	0	9	-8
COc1cc(OC)cc(C(=O)N2CCN(c3ccccc3F)CC2)c1	0	-1	-7	-2	-4	0	5	19	-4
O=C(O)C1C2C=CC(O2)C1C(=O)NC1CCCc2ccccc21 (stereo not given)	5	6	1	1	2	1	-5	17	-3
O=C(c1cnn2cccnc12)N1CCN(Cc2ccc3c(c2)OCO3)CC1	2	3	5	2	1	.	-2	21	-28
Cc1ccc(S(=O)(=O)N2CCC(C(=O)Nc3ccccc3N3CCCCC3)CC2)cc1	3	7	10	2	3	1	-3	17	-26
CC1=C(C)C(=O)C(CCCCC#CCCCC#CCO)=C(C)C1=O	-3	-10	-2	5	-3	0	-4	11	-14
Cc1[nH]nc(-c2ccc(O)c(C)c2O)c1-c1cnn(-c2ccccc2)c1	1	-2	7	7	5	4	7	5	10
COc1cc(-c2nc(Cc3ccccc3Cl)no2)cc(OC)c1OC	.	-1	.	2	5	1	-6	17	-16
Cc1ccc(NC(=O)CN2C(=O)C(C)Oc3ccccc32)nc1 (stereo not given)	-2	-2	0	2	0	1	19	2	13
CC(Sc1ccc2ccccc2n1)C(=O)O (stereo not given)	9	7	39*	2	0	13	4	4	-1
O=C(NCCC1=CCCCC1)c1cnsn1	3	-3	-4	3	4	7	5	11	17
CC(C)N=C1SCC(C)(/C=N/O)S1 (stereo not given)	1	1	2	0	1	4	-10	16	0
O=C(N1CCOCC1)N(Cc1cccs1)C1CCCC1	6	8	1	-1	1	1	0	-21	31
CCC1(CC)C(=O)N(C)C(=O)NC1=Nc1ccccc1	4	5	1	2	5	7	5	14	1
CCN(CC)CCCNC(=O)CC1Oc2ccc(C)cc2NC1=O (stereo not given)	4	4	-3	1	0	0	-6	11	1
O=C(c1ccccc1C(=O)N1CCN(c2ccc(F)cc2)CC1)N1CCN(c2ccc(F)cc2)CC1	-1	1	-2	-1	1	-5	-4	0	0
COc1ccccc1NC(=O)N1CCCC1C(=O)NC12CC3CC(CC(C3)C1)C2 (stereo not given)	3	7	-7	6	3	1	0	5	-3
O=C(NCc1ccco1)C(c1cccnc1)N(C(=O)Cn1nnc2ccccc21)c1ccccc1 (stereo not given)	2	0	-3	-1	2	8	-7	7	2
O=C(c1csc2ccccc12)n1cccn1	-4	8	5	2	8	8	3	21	-3
Cc1cc(C(=O)Nc2ccon2)cs1	-8	0	0	-1	-3	4	17	2	1
CCCCCn1c(CN2CCCCC2C)nc2c1c(=O)n(C)c(=O)n2C (stereo not given)	0	2	-10	3	2	2	1	7	4
C=C(c1ccc(OCCO)cc1)c1ccc(OCCO)cc1	2	-1	-3	1	3	13	10	8	1
CCSc1nc2c(c(=O)[nH]1)C(c1ccccn1)C1=C(CC(C)(C)CC1=O)N2 (stereo not given)	.	10	.	3	0	9	14	1	10
CCCc1nc2oc3c(NCc4ccccn4)ncnc3c2c2c1COC(C)(C)C2	-3	-1	0	10	4	4	16	0	-14
Cc1nn(Cc2ccc(F)cc2)c(C)c1NC(=O)c1cc(-c2ccco2)on1	5	-1	5	-1	-1	-5	-4	10	3
COC(=O)c1ccccc1NC(=O)Nc1nnc(N2CCCCC2C)s1 (stereo not given)	-2	4	0	3	5	6	9	-4	-4
O=C(CSc1nc2c(c(=O)[nH]1)CCCC2)Nc1ccc(Cl)cc1F	4	8	7	0	6	6	2	12	-2
c1ccc(Cc2ccc(OCCn3cncn3)cc2)cc1	-2	4	6	1	3	5	-5	9	0
Cc1ccc(C(=O)N2CCN(S(C)(=O)=O)C2)cc1	7	12	4	2	0	11	-4	-6	-13
CCOc1cc(C)nc(N2CCN(C3CCCCC3)CC2)n1	-1	9	4	0	-3	5	-12	2	-7
CC(C)(C)NC(=O)C1CCN(C(=O)c2ccc(Br)cc2)CC1	7	9	-4	1	6	-5	8	-11	2
CCn1cc(CN(C)C(=O)CSc2nc(-c3ccco3)cc(C(F)(F)F)n2)c(C)n1	-1	6	-1	.	.	.	.	.	13

(list continues)
SMILES	ROCK2 inh	PKA kinase inh	JNK3 blocker	CatB block	CatB mix inh	Ec RNAP inh	CatS inh	AP ELISA ortho	RORA act
CCOC(=O)N1CCC(NC(=O)C(CC(C)C)NC(=O)C2CCCCC2)CC1 (stereo not given)	.	2	.	-2	8	4	2	16	-8
O=C(CSc1nnc(COc2ccccc2)o1)NCCc1ccccc1	2	1	-5	-4	2	6	-2	7	-19
CCCCNc1cc(NC(C)=O)cc2cc(OC)c(OC)cc12	4	8	-16	10	10	3	-2	6	16
COc1ccc(Cn2nnnc2C(c2cc3cc(C)cc(C)c3[nH]c2=O)N2CCOCC2)cc1 (stereo not given)	-1	0	3	-2	11	11	17	5	3
COc1ccc(CCNC(=O)CSc2nnc(-c3ccccc3)o2)cc1OC	2	2	-1	2	-8	6	-2	8	-2
Cn1c(NCc2cccc(Br)c2)nc2ccccc21	-19	-4	1	1	-7	12	7	5	16
COc1ccc(-n2cnnc2SCC(=O)c2ccc(S(=O)(=O)N3CCOCC3)cc2)cc1	2	10	1	-2	-4	5	6	1	-19

A portion of the library, so the mix of outcomes need not match the whole.
